AmpC detergent: AmpC beta-lactamase inhibition with detergent present | P00811 | AmpC hydrolysis of nitrocefin, absorbance 480 nm, 0.01% Triton | Potency, µM (series often up to 114 µM), inactives show at the highest dose activity change, negative = inhibition, hits mostly inhibitors | 0.041% of 370,000 active | AID 485294;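 also: potency is read from the fitted curve at half-maximal effect; 0% = no-compound wells and -100% = no-enzyme wells; nearly all actives have a fitted effect of over 25% in size; some results filed as inactive show a strong effect at the top dose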
Target sequence (P00811 whole entry, looked up): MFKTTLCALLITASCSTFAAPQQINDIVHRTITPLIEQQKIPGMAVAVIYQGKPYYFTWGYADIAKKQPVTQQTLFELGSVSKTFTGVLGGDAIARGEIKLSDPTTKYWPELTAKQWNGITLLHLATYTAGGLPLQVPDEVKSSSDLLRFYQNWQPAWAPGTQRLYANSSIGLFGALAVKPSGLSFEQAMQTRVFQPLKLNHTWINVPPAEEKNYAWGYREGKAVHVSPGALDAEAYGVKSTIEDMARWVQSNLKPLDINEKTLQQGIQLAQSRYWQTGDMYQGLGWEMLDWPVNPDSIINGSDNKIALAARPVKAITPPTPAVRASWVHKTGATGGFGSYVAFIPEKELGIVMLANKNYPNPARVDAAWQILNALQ
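20 mM phosphate pH 7.0 + 0.01% (detergent screen) or 0.0001% Triton X-100; 5.3 nM AmpC reagent; cpd preinc 15 min RT; nitrocefin (800 uM stock) to start; A480 q20 s × 4 min; Activity was normalised to no-enzyme and no-compound control wells.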
Tb PYK inh: blocks Trypanosoma brucei pyruvate kinase | 0.12% of 410,000 active | TbPYK enzyme, Kinase-Glo Plus ATP luminescence, 45 min | Potency, µM (series often up to 76.8 µM), for inactives: at the top dose activity, negative = inhibition, usual class: inhibitors | AID 624173; also: potency is read from the fitted curve at half-maximal effect; nearly all actives have a fitted effect of over 50% in size
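T. brucei PYK with substrate was exposed to pin-transferred compounds across a concentration series, then started with 130 uM ADP (final). After 45 min at room temperature, Kinase-Glo Plus luminescence was read, normalized and curve-fitted.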
AMA1-RON2 inh: disrupts binding of P. falciparum AMA1 to RON2; AlphaScreen AMA1-biotinylated RON2 peptide binding; Potency, µM (titrated, usually from 58.2 µM), inactives show at the highest dose activity change, negative = inhibition, hits mostly inhibitors; 0.2% of 360,000 active; AID 720542;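 also: potency is read from the fitted curve at half-maximal effect; 0% = vehicle wells and -100% = peptide control; nearly all actives have a fitted effect of over 45% in size; some results filed as inactive show a strong effect at the top dose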
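AMA1 (3D7) with his tag at 25 nM final met compounds first, then biotinylated RON2 peptide at 25 nM; detection used donor plus acceptor beads, 10 µg/mL apiece, read by AlphaScreen after 30 min at room temperature.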
LmPK inh: inhibitors of Leishmania mexicana pyruvate kinase. 0.37% of 290,000 active. purified LmPK, Kinase-Glo ATP luminescence, 1 h. Q27686. Potency, µM (series often up to 57.5 µM), for the others: top-dose activity change, negative = inhibition, most hits filed as inhibitors; also: potency is read from the fitted curve at half-maximal effect
Target sequence (Q27686 whole entry, looked up): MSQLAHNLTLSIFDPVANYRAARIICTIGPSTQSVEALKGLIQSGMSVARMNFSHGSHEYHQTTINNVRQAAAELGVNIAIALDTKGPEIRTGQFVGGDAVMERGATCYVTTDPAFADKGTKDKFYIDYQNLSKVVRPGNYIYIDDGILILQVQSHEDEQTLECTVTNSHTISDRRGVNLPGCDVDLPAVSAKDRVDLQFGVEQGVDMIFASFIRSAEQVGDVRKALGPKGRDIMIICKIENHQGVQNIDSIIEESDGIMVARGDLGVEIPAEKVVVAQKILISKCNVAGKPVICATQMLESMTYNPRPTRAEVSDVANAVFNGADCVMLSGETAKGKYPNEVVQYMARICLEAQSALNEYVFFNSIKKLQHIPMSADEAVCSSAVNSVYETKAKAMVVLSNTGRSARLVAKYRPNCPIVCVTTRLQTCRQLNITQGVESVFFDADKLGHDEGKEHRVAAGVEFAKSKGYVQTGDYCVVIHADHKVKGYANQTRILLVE
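Pyruvate kinase activity monitored as ATP production (luciferase luminescence). Conditions: 0.1 nM enzyme, 0.5 mM PEP, 0.1 mM ADP, 1 h, RT; normalized against uninhibited and no-enzyme wells.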
AmpC inh no detg: blocks E. coli AmpC beta-lactamase in detergent-free assay. P00811. Potency, µM (highest dose often 57.1 µM), inactives show top-dose activity change, negative = inhibition, most hits filed as inhibitors. 0.52% of 330,000 active. AmpC nitrocefin hydrolysis, absorbance 480 nm, 0.0001% Triton. AID 485341;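 also: potency is read from the fitted curve at half-maximal effect; plate controls were no compound for no effect and no enzyme for full effect; nearly all actives have a fitted effect of over 20% in size; some results filed as inactive show a strong effect at the top dose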
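AmpC (5.3 nM in the dispensed reagent) in 20 mM phosphate pH 7.0 with 0.01% (detergent screen) or 0.0001% Triton X-100 was preincubated with compounds for 15 min at room temperature. Nitrocefin was then added from an 800 uM solution, and hydrolysis was followed at 480 nm.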
HCMV inh: inhibitors of human cytomegalovirus | HFF cells, HCMV-luciferase reporter, 72 h; stronger effect = lower value | activity change, negative = inhibition, % at 57.5 µM | 4.5% of 410,000 active; in the data active = activity change below about -60%; inconclusive = no clear call, values can overlap the other calls; inactive = above about -39%
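Cell-based, HFFs, 1000 cells/well, 16 h 37C; cpds in DMSO + HCMV-luc, MOI 1 PFU/cell; 72 h 37C; OneGlo luminescence after 5 min RT; norm. to buffer vs Salinomycin 10uM.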
Sm TGR inh: blocks Schistosoma mansoni thioredoxin glutathione reductase; purified TGR, DTNB reduction, TNB absorbance 405 nm; Potency, µM (top dose mostly 114 µM), without a hit: at the highest dose activity change, negative = inhibition, actives largely listed as inhibitors; 3% of 360,000 active; AID 485364; also: potency is read from the fitted curve at half-maximal effect; nearly all actives have a fitted effect of over 60% in size
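Kinetic colorimetric format: TGR-catalysed, NADPH-driven DTNB reduction monitored via TNB absorbance. Enzyme dispensed at 20 nM; compound exposure 15 min at room temperature before reaction start.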
An asterisk follows results filed as active; ? = inconclusive; nt = not tested or not shown; [ ] = remark or other dose. Unless noted, calls follow the shape of the dose curve; as a rule, active = well fitted curve in the direction sought with a large enough effect; inconclusive = small, poorly fitted or top-dose-only effect, or another doubt; inactive = no such curve, though single readings can be large; an effect the other way counts as inactive or inconclusive. Unless noted, % is scaled to controls: 0 for no effect and ±100 for the full control effect.

Sequence of screens – AmpC detergent, Tb PYK inh, AMA1-RON2 inh, LmPK inh, AmpC inh no detg, HCMV inh, Sm TGR inh
1: CN(CCOc1ccc(Cl)cc1)C(=O)c1ccc2c(=O)n3c(nc2c1)CCC3
→ -9.4%, -4.0%, -10.0%, nt, 15.5%, -25.2, 3.2%
2: CC(=O)/C(=N/Nc1ccccc1C)N1CCOCC1
→ 1.3%, 0.2%, 16.9%, 1.5%, -4.3%, 27.0, ?
3: Cc1nonc1CN(C)C(=O)c1ccc(OC2CCN(Cc3ccccn3)CC2)cc1
→ 0.4%, -2.0%, 118.0%[activator], -5.4%, 15.1%, 17.5, -30.6%
4: Fc1ccccc1CNc1cc(Cl)cc(Cl)c1
→ 0.4%, -6.1%, 29.9%, 1.0%, -31.3%, 1.5, 13.7%
5: COc1cccc(-n2nc3c(=S)[nH]nc(C)c3c2C)c1
→ ?, 7.0%, -14.8%, 2.2%, -11.2%, -9.5, -23.0%
6: O=C(Nc1ccc(Cn2ccnc2)cc1)c1cccc(C(F)(F)F)c1
→ -1.4%, -1.0%, -1.7%, 3.2%, -4.9%, -9.5, 0.0%
7: CC1=C(C(=O)N2CCCC(N3CCN(c4cccc(Cl)c4)CC3)C2)OCCO1 (stereo not drawn)
→ 3.9%, 4.4%, -0.6%, 1.0%, 131.8%[activator], -13.0, -0.7%
8: COc1cc(CCC(=O)Nc2sccc2C#N)cc(OC)c1OC
→ -11.5%, -3.5%, 10.4%, 4.4%, 6.6%, ?, 4.3%
9: O=[N+]([O-])c1ccc(O)c(C=Nc2ccc3oc(Cc4ccc(Cl)cc4)nc3c2)c1
→ 3.7%, nt, nt, 0.1%, -58.0%, nt, 50.1µM*
10: CCOc1ccc2nc(NC(=O)C(CC)Sc3nc(C)cc(=O)[nH]3)sc2c1 (stereo not drawn)
→ 2.3%, -10.5%, 36.4%[activator], -11.9%, -17.0%, 64.0, -3.5%
11: COc1cccc(C(=O)N2CCC(n3nccc3NC(=O)C(OC)c3ccccc3)CC2)c1 (stereo not drawn)
→ -11.6%, -1.5%, -5.2%, 5.5%, 23.1%, 9.8, -4.4%
12: CC(=O)Nc1ccc(S(=O)(=O)NCC2CC3CCC2C3)cc1 (stereo not drawn)
→ nt, 3.2%, -3.7%, nt, nt, 5.7, nt
13: COc1c(C)cc(C(O)c2ncc(-c3cccc(C(F)(F)F)c3)[nH]2)cc1C (stereo not drawn)
→ nt, 5.3%, 16.5%, nt, nt, -33.3, nt
14: CCCCC[C@H](C)N1C[C@H](COCc2ccccc2)Oc2cc(N3CC[C@H](N(C)C)C3)ccc2S1(=O)=O
→ nt, -0.6%, ?, nt, nt, -21.4, nt
15: CCN(CC)C(=O)CSc1ncnc2sccc12
→ 2.8%, -16.0%, 4.3%, -6.3%, -1.1%, -4.6, 5.0%
16: CC(=O)/C(=C(/O)c1ccccc1)c1nc2ccccc2[nH]1
→ -10.0%, -2.7%, 60.9%[activator], 4.5%, -17.3%, 31.0, 4.2%
17: CCCCn1nnnc1C(c1ccc(OC)cc1)N1CCC2(CC1)C(=O)NCN2c1ccccc1 (stereo not drawn)
→ nt, 4.4%, 22.8%, nt, nt, -18.9, nt
18: CCCCN1CC(COCc2ccccc2)Oc2cccc(Oc3cc(C)c(C)c(C)c3)c2S1(=O)=O (stereo not drawn)
→ nt, 2.7%, -3.2%, nt, nt, -7.8, nt
19: O=C(Nc1ccccc1N1CCCC1)c1ccccc1F
→ 5.0%, -6.1%, -7.5%, -8.5%, -2.0%, -14.0, 3.3%
20: COc1ccc(C(=O)/C(=C/c2cccs2)c2nc3ccccc3o2)cc1
→ -3.4%, -23.7%, -7.9%, 1.4%, -3.1%, ?, 6.2%
21: CCN(CC)CCNC(=O)c1ccc2c(=O)n3nc(Nc4cccc(Cl)c4C)sc3nc2c1
→ 5.6%, -4.3%, nt, nt, nt, -32.3, -7.5%
22: Cc1ccccc1NC(=O)Cn1nc(-c2ccccc2)nc(Cc2ccccc2)c1=O
→ -3.5%, -3.9%, nt, nt, nt, 54.8, -0.7%
23: Cc1cccc(-n2c(C)nc3cc(C(=O)N4CCC5(CC4)OCCO5)ccc32)c1
→ -15.8%, 0.4%, -3.9%, -0.7%, 67.1%[activator], 6.0, 2.5%
24: CCOC(=O)c1c(N)c(C#N)c2n1CCCCC2
→ 0.0%, 3.6%, -1.8%, 5.4%, -9.8%, -23.2, 1.8%
25: COc1ccc(N2C(=O)CCSC23C(=O)N(Cc2ccc(F)cc2)c2ccccc23)cc1 (stereo not drawn)
→ -2.1%, 2.5%[15.4 µM], nt, nt, nt, ?, 0.5%
26: C[C@H]1CCCCO[C@H](CN(C)C(=O)Nc2ccc(F)cc2)[C@@H](C)CN([C@@H](C)CO)C(=O)c2cc(NC(=O)Nc3ccc4c(c3)OCO4)ccc2O1
→ nt, -2.6%, -20.7%, nt, nt, -22.0, nt
27: Cc1cc(NC(=O)CSc2nnc(-c3cccnc3)n2Cc2ccccc2)no1
→ 4.0%, -0.2%, -0.4%, 3.3%, -26.2%, -9.3, -2.8%
28: O=S1(=O)CCC(NC(=S)N2CCCCCC2)C1 (stereo not drawn)
→ 2.2%, -1.2%, 22.4%, -3.1%, -7.7%, 37.3, 2.6%
29: CNC(=O)CC12CC3CC(CC(C3)C1)C2
→ -6.8%, -13.1%, -4.5%, 7.8%, -10.5%, 11.7, -1.5%
30: O=C(CCN1CCC(c2ccccc2)C1)c1ccccc1 (stereo not drawn)
→ -8.9%, -4.6%, -2.3%, 5.6%, -11.0%, 55.6, 0.0%
31: O=[N+]([O-])c1cccc(Cl)c1NCCNc1ncc(C(F)(F)F)cc1Cl
→ -9.9%, 0.3%, -7.1%, 0.3%, -22.9%, 10.0, 3.0%
32: Cc1ccsc1CN(C(=O)COc1cccc(C)c1C)C1CCS(=O)(=O)C1 (stereo not drawn)
→ 3.2%, -6.0%, nt, nt, nt, -15.8, 8.9%
33: FCCCOc1ccc(-c2ccnc3ncnn23)cc1
→ 6.0%, 4.7%, 11.1%, -1.3%, -14.3%, 64.0, nt
34: COc1cccc(/C=C2/SC(=S)N(CC(=O)NNC(=O)c3ccccc3O)C2=O)c1
→ -7.5%, -3.8%, 28.1%, 10.6%, -37.1%, -1.7, -2.1%
35: Cc1ccc(C)c(N2CCN(c3nc4ccccc4c(=O)n3Cc3ccccc3)CC2)c1
→ ?, 1.0%, 12.5%, 1.7%, -10.7%, 1.8, 1.2%
36: CC1CCCCC1NC(=O)c1cc2ccccc2o1 (stereo not drawn)
→ -15.9%, -7.8%, -3.7%, -0.1%, -17.7%, -8.8, -5.9%
37: O=C(NN1CCN(Cc2ccccc2Cl)CC1)c1ccc(Br)cc1
→ -4.4%, 1.9%, -6.7%, 4.7%, -18.2%, -26.0, 4.2%
38: CCOC(=O)c1ccc(NC(=O)COc2ccccc2CNCCO)cc1
→ 2.7%, -0.2%, 30.7%[activator], 0.5%, -29.5%, -9.6, 1.7%
39: CC1CCC(NC(=O)CC(NC(N)=O)c2ccccc2Cl)CC1 (stereo not drawn)
→ -10.4%, -2.8%, 11.8%, 0.9%, 3.8%, -11.4, -1.0%
40: Cc1cc(NC(=O)CCC(=O)N(CC(=O)NC2CCCC2)c2ccc(Cl)c(Cl)c2)no1
→ -2.3%, 0.9%, -9.8%, 0.4%, 81.3%[activator], 23.4, 0.5%
41: O=c1c2ccccc2nnn1Cc1ccc(Br)cc1
→ 2.9%, 1.4%, -20.0%, 1.3%, -15.5%, -21.1, nt
42: COc1ccc(CC(=O)N2CCN(S(=O)(=O)c3ccc(Cl)s3)CC2)cc1
→ -1.0%, 0.0%, -2.3%, nt, 0.3%, 0.0, -6.9%
43: O=C(NCc1ccco1)c1ccc2sc([C@@H]3O[C@H](CO)[C@H](O)[C@H](O)[C@H]3O)nc2c1
→ nt, -0.6%, -4.1%, nt, nt, 22.8, nt
44: COc1ccc(C(O)(c2ccccc2)c2ccncc2)cc1 (stereo not drawn)
→ nt, -20.4%, -3.0%, nt, nt, -5.3, nt
45: CCOc1cc(NC(=S)NCCCOC)c(OCC)cc1NC(=O)c1cccs1
→ -9.3%, 6.7%, -3.0%, -0.8%, 2.1%, -16.2, -7.9%
46: CCC(C)(C)NC(=O)c1ccccc1Oc1ccccc1
→ 0.7%, -6.3%, -1.5%, 0.7%, -12.0%, -75.6*, nt
47: CCSc1ccccc1C(=O)N1CCN(c2ccc([N+](=O)[O-])cc2)CC1
→ -3.5%, -6.2%, -16.9%, 2.0%, 18.8%, -30.4, nt
48: Cc1oc(-c2ccc(C(=O)Nc3ccc(F)cc3F)cc2)nc1COc1ccccc1
→ 29.6%, 3.2%[15.4 µM], nt, nt, nt, ?, -0.7%
49: COc1ccccc1NC(=O)C1=C(C)NC(SCC(=O)Nc2ccc(C(=O)O)cc2)=C(C#N)C1c1cccs1 (stereo not drawn)
→ 0.1%, -26.0%, 4.6%, 6.6%, -55.5%, -4.0, 44.7µM*
50: O=C(CCC1CCCCC1)Nc1ncn[nH]1
→ ?, -2.1%, 7.6%, 1.0%, -4.5%, 3.2, 3.5%
51: Cc1ccc(-n2ncc3c(NCc4ccccc4)ncnc32)cc1Cl
→ 2.1%, -0.9%, nt, nt, nt, 23.3, -1.3%
52: COc1ccccc1NC(=O)CCN1CC(C)OC(C)C1 (stereo not drawn)
→ -13.6%, 4.0%, -6.0%, 1.2%, -11.3%, 12.5, -6.4%
53: COn1c(=O)c(-c2ccc(C)cc2)[n+]([O-])c2ccccc21
→ -5.2%, -4.6%, -4.0%, 1.4%, -16.9%, 104.7, -5.6%
54: CSCCC(C(=O)Nc1c(C)cccc1C)N1CCC(Cc2ccccc2)CC1 (stereo not drawn)
→ nt, 4.4%, -12.7%, nt, nt, -22.6, nt
55: CCCCC(=O)OCCNC(=O)c1cc2ccccc2oc1=O
→ 3.7%, -4.8%, 7.2%, 6.4%, -10.6%, 50.3, -20.3%
56: COc1ccc(Cl)cc1C(=O)Nc1nc2ccc(S(C)(=O)=O)cc2s1
→ -2.7%, nt, nt, 4.1%, -45.3%, nt, -0.4%
57: CNC(=O)c1ccc2cc(OC)c(OC)cc2c1
→ nt, -13.3%, -5.1%, nt, nt, 13.1, nt
58: COc1ccc(C(CNC(=O)c2ccc(OCc3csc(C)n3)cc2)N2CCCC2)cc1 (stereo not drawn)
→ nt, -0.2%, -8.5%, nt, nt, ?, nt
59: N#C/C(=C\c1ccc[nH]1)C(=O)N1CCCCC1
→ 5.3%, -2.4%, 19.3%, 1.0%, -13.5%, 13.0, -13.3%
60: COC(=O)c1cc2ccsc2n1CC(=O)N(C)c1ccccc1
→ -14.5%, -12.1%, -1.7%, -0.3%, 17.3%, ?, 2.6%
